Source: PubChem
Pf gamet viab: kills late stage P. falciparum gametocytes; P. falciparum stage V gametocytes, ATP luminescence, 24 h; inhibition, % at 10.9 µM; 0.065% of 150,000 active;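 active means inhibition above the mean plus 3 SD of compounds within the control limits, set per campaign, cut at about 38% in these data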;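 further: 0% = DMSO wells and 100% = medium only without gametocytes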
Cdc42 wt GTP: human Cdc42 wildtype GTP binding change, either direction; GST-Cdc42 beads, Bodipy-GTP binding, flow cytometry; actives lie on both sides; percent activity (GTP binding), % at 10 µM; 0.2% of 190,000 active;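 active means percent activity GTP binding at least 20 points away from the 100% baseline, either down as inhibitor or up as activator; inconclusive means compound flagged as likely green fluorescent from well-wide comparison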;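 further: median bead fluorescence of bound Bodipy-FL-GTP at 100 nM; 0% = excess unlabeled GTP control and 100% = no compound control; below 100% means less GTP binding so inhibitor and above means activator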
Target sequence (P60953 whole entry, looked up): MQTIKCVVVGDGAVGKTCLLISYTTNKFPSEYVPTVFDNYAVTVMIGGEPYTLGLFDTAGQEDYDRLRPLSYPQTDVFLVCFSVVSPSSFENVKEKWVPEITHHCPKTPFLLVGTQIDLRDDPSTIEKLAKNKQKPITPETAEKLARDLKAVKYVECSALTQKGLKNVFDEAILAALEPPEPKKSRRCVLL
Mcl1-Noxa inh: disrupts binding of human Mcl-1 to Noxa peptide; Q07820; TR-FRET Mcl-1/Noxa peptide binding, 2 h; inhibition, % at 21.7 µM; 1.5% of 220,000 active; AID 1022;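 active means compounds that cut the protein-peptide binding signal by more than 50% relative to plate controls in a single-dose test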;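 further: His-tagged Mcl-1 with rhodamine Noxa BH3 peptide and terbium anti-His antibody; 0% = Mcl-1 plus Noxa peptide wells and 100% = peptide-only wells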
Target sequence (Q07820 whole entry, looked up): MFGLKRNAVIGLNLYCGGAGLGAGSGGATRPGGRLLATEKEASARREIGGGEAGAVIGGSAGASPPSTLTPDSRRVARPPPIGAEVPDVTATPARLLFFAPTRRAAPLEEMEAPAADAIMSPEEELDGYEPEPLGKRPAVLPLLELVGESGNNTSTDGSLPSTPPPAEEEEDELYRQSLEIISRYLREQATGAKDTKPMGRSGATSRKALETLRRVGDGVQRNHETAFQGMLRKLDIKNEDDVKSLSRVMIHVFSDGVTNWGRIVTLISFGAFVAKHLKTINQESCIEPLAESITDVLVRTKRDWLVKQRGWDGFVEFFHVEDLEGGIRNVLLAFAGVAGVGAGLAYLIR
Rac1 wt GTP bind: human Rac1 wildtype GTP binding, inhibitors and activators; P63000; GST-Rac1 beads, fluorescent GTP binding, flow cytometry; actives lie on both sides; 0 = cold GTP competed, 100 = untreated; GTP binding activity (% of control), % at 10 µM; 0.27% of 190,000 active; AID 757;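 active means GTP binding activity at least 20 points away from the 100% control level, either lower or higher; inconclusive means compound flagged as likely green fluorescent, judged across all proteins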
Rac1 act GTP bind: human Rac1 activated mutant GTP binding change. GST-Rac1 activated beads, fluorescent GTP binding, flow cytometry; actives lie on both sides; 100% means binding = to untreated wells. percent activity (GTP binding), % at 10 µM. 0.11% of 190,000 active. AID 764;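 active means GTP binding at least 20 percentage points away from the 100% baseline, in either direction, so actives lie on both sides; inconclusive means Compound likely fluorescent itself, or too few beads counted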
GSH bead fluor: GSH bead compound fluorescence profile; GSH beads flow cytometry, compound fluorescence 488/530 nm; stronger effect = higher value; fluorescence (KMESF) at 10 µM; 0.25% of 190,000 active; AID 1776; in the data active means fluorescence above about 89;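 further: glutathione beads carrying GST-tagged Bcl family fusion proteins plus one bare bead set; values are compound well signal with DMSO vehicle wells as background; inactives centre near 16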
Rab2A wt mod: changes GTP binding to wildtype dog Rab2A, up or down | 0.19% of 190,000 active | GST-Rab2 wt beads, Bodipy-GTP binding, flow cytometry | P61105 | GTP binding activity, % at 10 µM | AID 760;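 active means GTP binding activity at least 20 points away from 100%, either lowered or raised; inconclusive means signal likely due to the compound's own green fluorescence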;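 further: 0% = beads with excess unlabeled GTP and 100% = no-compound control corrected for plate trend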
Mcl1 Bid PPI: disrupts binding of human Mcl-1 to Bid peptide | AID 1021 | inhibition, % at 21.7 µM | 0.97% of 220,000 active | Q07820 | TR-FRET Mcl-1/Bid-Dy647 peptide binding, 1536-well;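 active means compounds that cut the binding signal by more than half at the single screening dose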;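 further: His-tagged Mcl-1 with europium anti-His antibody binding Bid BH3 peptide; 0% = Mcl-1 plus peptide wells and 100% = peptide-only wells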
HRas wt GTP: changes GTP binding to wildtype human HRas | P01112 | 0.14% of 190,000 active | GTP binding activity, % at 10 µM | GST-Ras wt beads, Bodipy-FL-GTP binding, flow cytometry; actives lie on both sides;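 active means GTP binding activity at least 20% away from the 100% baseline, either lowered as inhibitor or raised as activator; inconclusive means flagged as likely green fluorescent, judged across all proteins in the well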;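 further: 0% = unlabeled GTP competition control and 100% = no-compound control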
Target sequence (P01112 whole entry, looked up): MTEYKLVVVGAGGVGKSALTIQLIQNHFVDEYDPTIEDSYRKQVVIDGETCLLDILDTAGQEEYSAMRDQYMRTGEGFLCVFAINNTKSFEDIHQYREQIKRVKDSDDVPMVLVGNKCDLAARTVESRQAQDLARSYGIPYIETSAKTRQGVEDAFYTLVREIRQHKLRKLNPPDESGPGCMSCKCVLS
Avidin bead fluor: avidin bead compound fluorescence profile | fluorescence (KMESF) at 10 µM | AID 1775 | 0.38% of 220,000 active | Avidin beads, compound fluorescence 488/530 nm, flow cytometry; stronger effect = higher value; in the data active means fluorescence above about 47; further: inactives centre near 10
Rab7 wt modul: dog Rab7 wildtype GTP binding, inhibitors and activators; GST-Rab7 beads, fluorescent GTP binding, flow cytometry; actives lie on both sides; untreated = 100%, excess cold GTP = 0%; GTP binding activity (percent of control), % at 10 µM; 0.055% of 190,000 active;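 active means fluorescent GTP binding to Rab7 beads changed by at least 20 points from the 100% baseline, either direction, mostly lower; inconclusive means compound itself probably fluorescent, or too few beads counted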;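 further: median green fluorescence of bound Bodipy-FL-GTP per Rab7 bead population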
* = called active by the depositor; ? = inconclusive; · = not tested or not shown. No enrichment for hits; about 3% have a hit in one of these screens.

item	structure	Pf gamet viab	Cdc42 wt GTP	Mcl1-Noxa inh	Rac1 wt GTP bind	Rac1 act GTP bind	GSH bead fluor	Rab2A wt mod	Mcl1 Bid PPI	HRas wt GTP	Avidin bead fluor	Rab7 wt modul
1	CCCN(CCC)CCCNC(=O)c1nn(-c2cccc(OC)c2)c(=O)c2ccccc12	-12	99	1	99	96	11	96	-21	96	10	96
2	COCCN1C(=O)C(=O)/C(=C(/O)c2cccc(S(=O)(=O)N(C)C)c2)C12C(=O)N(C)c1ccccc12 (stereo not given)	·	98	22	102	99	34	97	32	97	13	99
3	CC(=O)n1cc([C@H]2C=C(C(=O)N3CCN(Cc4ccccc4)CC3)O[C@@H](OCCCCO)C2)c2ccccc21	·	98	-21	97	95	18	97	3	97	6	101
4	COc1ccc(C(C(=O)NC(C)(C)C)N(Cc2ccccc2)C(=O)CCC(=O)Nc2cc(C)on2)cc1 (stereo not given)	·	97	11	103	95	18	102	-31	102	9	107
5	CCCOc1cc(C)c(S(=O)(=O)N2CCN(C)CC2)cc1C	-3	101	13	104	101	16	101	-6	101	5	97
6	CCOc1cc(C2NN=C(c3ccccc3)S2)ccc1OCc1ccccc1Cl (stereo not given)	·	95	-64	96	95	12	97	-104	97	12	96
7	N#Cc1cc([N+](=O)[O-])ccc1Oc1cccc(/C=N/NC(=O)c2cccc(Cl)c2)c1	·	94	-6	96	95	18	98	-26	94	2	95
8	CCc1ccc(N(C(=O)CNC(=O)c2ccco2)C(C(=O)NCC2CCCO2)c2ccccc2)cc1 (stereo not given)	-14	97	-5	99	97	25	96	-8	97	11	96
9	CCOC(=O)c1cc(OC(=O)c2cccc([N+](=O)[O-])c2)n(-c2ccccc2)n1	·	108	11	110	103	39	105	-48	105	4	106
10	COc1ccc(N/N=C(\C#N)C(=N)N2CCOCC2)cc1	-4	?	23	?	?	11	?	-47	?	11	?

Next part
item	structure	Pf gamet viab	Cdc42 wt GTP	Mcl1-Noxa inh	Rac1 wt GTP bind	Rac1 act GTP bind	GSH bead fluor	Rab2A wt mod	Mcl1 Bid PPI	HRas wt GTP	Avidin bead fluor	Rab7 wt modul
11	Cc1sc2ncnc(SCC(=O)N3CCC(c4noc5ccc(F)cc45)CC3)c2c1C	·	96	9	97	96	8	98	-10	94	7	98
12	CC(C)CCNc1ncnc2c1nnn2Cc1ccccc1Cl	·	104	-6	108	99	23	100	-10	102	36	98
13	O=C(CC1Nc2ccccc2NC1=O)c1ccccc1 (stereo not given)	·	?	-3	?	?	21	?	-103	?	27	?
14	COc1ccc(C2Nc3ccccc3C(=O)N2c2ccc(F)cc2)cc1Cn1nnc2ccccc21 (stereo not given)	17	101	-2	104	100	19	100	-27	101	15	102
15	Cc1ccc(C(NC(=O)NC(C)c2ccccc2)C(Cl)(Cl)Cl)cc1F (stereo not given)	1	98	11	100	98	12	94	-5	96	13	98
16	CCOC(=O)N1CCN(C(=O)Nc2ccc3nccnc3c2)CC1	·	101	13	103	101	17	99	-4	101	9	101
17	C=CCNC(=S)NNC(=O)COc1c(Cl)cc(Cl)cc1Cl	14	102	-10	101	98	12	100	-131	101	6	101
18	O=C(O)c1nn(CC(=O)N2CCCCCC2)c(=O)c2ccccc12	-13	93	-5	97	95	17	100	-5	101	26	106
19	COc1cccc(C2C=C(c3ccc(OC)cc3OC)Nc3nnnn32)c1 (stereo not given)	·	104	7	100	101	23	105	-57	106	16	102
20	COc1ccc(-c2nnc(NC(=O)C3CCCO3)s2)cc1 (stereo not given)	·	101	-16	103	98	18	100	-24	100	37	99

(next part)
item	structure	Pf gamet viab	Cdc42 wt GTP	Mcl1-Noxa inh	Rac1 wt GTP bind	Rac1 act GTP bind	GSH bead fluor	Rab2A wt mod	Mcl1 Bid PPI	HRas wt GTP	Avidin bead fluor	Rab7 wt modul
21	CCOC(=O)/C=c1\sc2n(c1=O)CCN=2	·	103	-4	108	99	11	102	-9	103	8	104
22	Cc1cc2n(n1)SC(Nc1cccc3ccccc13)N2 (stereo not given)	-6	110	23	102	108	18	119	-22	110	4	113
23	CC(=O)Nc1ccc(NC(=O)CSC2=NCCS2)cc1	·	100	11	99	96	48	101	-11	100	7	99
24	C=CCNC(=O)CN(c1cc(Cl)ccc1OC)S(=O)(=O)c1ccc(C)c([N+](=O)[O-])c1	·	98	6	101	95	24	98	-31	101	9	101
25	COc1ccc(CNC(=O)CSCc2c(F)cccc2Cl)cc1	8	90	0	90	87	8	90	-13	90	8	92
26	Cc1ccc(NC(=O)N2CCSc3ccccc32)cc1	·	98	5	100	98	19	97	-46	99	14	97
27	COCCNC(=O)/C(C#N)=C/c1cccc(/C=C(\C#N)C(=O)NCCOC)c1	7	99	31	105	99	5	99	-55	99	2	106
28	Cc1ccc(S(=O)(=O)/C=C2\NC(=O)CS2)cc1	·	101	13	101	99	37	96	7	98	12	102
29	O=C1CCCC/C1=C\Nc1ccc(Cl)cn1	·	102	4	107	99	13	102	-36	101	10	102
30	COc1ccccc1/C=N/n1c(N)c(C(=O)NC2CCCCC2)c2nc3ccccc3nc21	·	96	23	96	95	37	97	14	98	11	97

Next entries:
item	structure	Pf gamet viab	Cdc42 wt GTP	Mcl1-Noxa inh	Rac1 wt GTP bind	Rac1 act GTP bind	GSH bead fluor	Rab2A wt mod	Mcl1 Bid PPI	HRas wt GTP	Avidin bead fluor	Rab7 wt modul
31	N#Cc1cc([N+](=O)[O-])ccc1N1CCN(c2ccccc2O)CC1	10	97	14	99	98	9	101	-50	100	4	105
32	Cc1[nH]nc(-c2ccc(O)cc2O)c1-c1nc2ccccc2s1	22	97	6	103	94	26	100	-5	101	11	105
33	O=C(Cn1cnc2c(nnn2Cc2ccc(F)cc2)c1=O)NCc1ccc2c(c1)OCO2	·	?	-13	?	?	13	?	0	?	6	?
34	c1cncc(-c2nc(N3CCOCC3)c3c4c(sc3n2)CCC4)c1	2	93	18	90	93	13	95	-1	91	10	96
35	CCCn1c(SCC(=O)OCc2ccccc2)nc2c1c(=O)n(C)c(=O)n2C	·	95	4	97	93	31	95	-14	95	1	94
36	O=C(Cn1nnc2c(cnn2-c2ccc(F)cc2)c1=O)c1ccccc1F	·	99	-3	100	98	24	97	-31	99	11	98
37	CC(C)Oc1ccc(C(=O)Nc2ccc(NC(=O)c3ccco3)c(Cl)c2)cc1	·	102	0	103	98	10	101	-14	103	14	101
38	Nc1c2c(nc3ccc(Br)cc13)N(C1CCCCC1)CC2	·	96	68*	94	98	9	96	6	98	24	102
39	COc1cc(OC)c(C2SCCS2)c(OC)c1	·	97	1	105	100	9	99	-47	101	5	101
40	Clc1ccc(N2CCN(c3cnc4ccccc4n3)CC2)cc1	·	103	8	105	101	17	102	-8	104	8	101

Continued:
item	structure	Pf gamet viab	Cdc42 wt GTP	Mcl1-Noxa inh	Rac1 wt GTP bind	Rac1 act GTP bind	GSH bead fluor	Rab2A wt mod	Mcl1 Bid PPI	HRas wt GTP	Avidin bead fluor	Rab7 wt modul
41	CCOC(=O)c1cnc2c(OC)cccc2c1NCc1cccnc1	·	96	-5	100	98	22	99	-10	98	11	101
42	CCCOC(=S)Nc1ccccc1	·	101	7	103	98	32	101	-26	102	8	98
43	CC(=O)C1=C(C)NC2=C(C(=O)CC(C)(C)C2)C1C (stereo not given)	·	96	-6	104	98	12	101	-41	100	23	104
44	Cc1ccc(/C=N/NC(=O)CSc2nnc(-c3ccc(Cl)cc3)n2-c2ccccc2)o1	·	96	18	98	96	16	94	11	94	12	93
45	O=S(=O)(NC1c2cccc3cccc(c23)C1N1CCNCC1)c1ccccc1 (stereo not given)	·	101	-17	103	100	19	100	0	101	6	100
46	CCOC(=O)Oc1ccc2c(c1)C(C)=CC(C)(C)N2C(=O)OCC	·	104	-17	104	98	36	101	-10	100	9	98
47	CC1CCN(CCNC(=O)CN(C)S(=O)(=O)c2cccc3nsnc23)CC1	2	100	9	105	99	15	102	-30	101	9	103
48	CC1CCCN(c2nc3nonc3nc2Nc2ccccc2F)C1 (stereo not given)	-18	97	17	98	95	26	98	-6	100	9	103
49	COc1ccc2[nH]c(=O)c(CN(Cc3cccs3)C(=S)Nc3ccccc3)cc2c1	·	98	20	101	99	15	99	-20	99	13	98
50	C[N+](C)(CC#Cc1ccccc1)CC(=O)c1ccccc1	8	100	-12	105	99	10	99	-5	102	5	98

Next part.
item	structure	Pf gamet viab	Cdc42 wt GTP	Mcl1-Noxa inh	Rac1 wt GTP bind	Rac1 act GTP bind	GSH bead fluor	Rab2A wt mod	Mcl1 Bid PPI	HRas wt GTP	Avidin bead fluor	Rab7 wt modul
51	Cc1ccc(N(C(=O)c2ccc(Br)o2)C2C=CS(=O)(=O)C2)cc1 (stereo not given)	·	107	8	108	100	20	101	-29	105	7	103
52	O=C(NC(=S)NCC1CCCO1)c1cccc([N+](=O)[O-])c1 (stereo not given)	-9	101	-2	105	100	5	100	-38	101	30	100
53	COc1ccccc1NC(=O)CSc1nc2sc(C)c(C)c2c(=O)n1Cc1ccco1	4	98	-59	93	94	24	100	-24	99	9	100
54	COc1ccc(NC(=O)C2CC(=O)N(C)C(=Nc3ccc4c(c3)OCO4)S2)cc1 (stereo not given)	17	101	6	105	99	10	94	-22	99	21	93
55	CCOC(=O)c1oc2ccc(S(=O)(=O)n3nc(-c4ccc(Cl)cc4)cc3N)cc2c1C	·	101	12	107	100	20	98	-10	100	7	100
56	CCC(Sc1nc2cc3c(cc2c(=O)n1Cc1ccco1)OCO3)C(=O)NCCOC (stereo not given)	3	94	5	93	90	11	90	-6	94	35	93
